Source: PubChem BioAssay
STK33 kinase inh: blocks human STK33 kinase activity; inhibition, % at 10 µM; 320,000 tested, 0.073% active; purified STK33, MBP phosphorylation, ADP-Glo luminescence;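 active = inhibition at or above 25%, using the most active replicate where run in duplicate; inactive = inhibition below 25%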
Target sequence (Q9BYT3 whole entry, looked up): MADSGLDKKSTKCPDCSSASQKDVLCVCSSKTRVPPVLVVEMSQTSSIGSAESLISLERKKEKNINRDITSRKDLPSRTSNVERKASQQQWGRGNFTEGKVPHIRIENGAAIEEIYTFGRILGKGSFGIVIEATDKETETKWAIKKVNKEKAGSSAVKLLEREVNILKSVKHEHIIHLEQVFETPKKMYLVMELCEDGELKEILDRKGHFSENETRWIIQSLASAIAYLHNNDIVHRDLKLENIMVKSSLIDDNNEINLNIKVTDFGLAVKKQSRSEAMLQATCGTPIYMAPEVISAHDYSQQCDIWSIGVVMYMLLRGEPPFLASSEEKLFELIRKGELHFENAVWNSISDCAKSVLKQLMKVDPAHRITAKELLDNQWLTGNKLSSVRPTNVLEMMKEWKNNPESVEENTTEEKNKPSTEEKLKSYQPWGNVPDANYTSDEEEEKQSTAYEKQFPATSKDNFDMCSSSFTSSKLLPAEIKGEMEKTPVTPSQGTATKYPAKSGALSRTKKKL
Kir21 block: Kir2.1 (mouse) channel inhibition. HEK293-Kir2.1, FluxOR thallium flux fluorescence; hits give low values. 310,000 tested, 0.85% active. B-score at 10 µM. P35561;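 active = fluorescence ratio B-score at or below minus 3 SD of library scores, with starting-brightness B-score within 2 SD, cut at about -4.2 in these data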;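 note: channel flux triggered by added potassium and thallium sulfate stimulus; B-score of peak minus minimum fluorescence over baseline after thallium stimulus; more negative B-score means stronger Kir2.1 block with less thallium influx; some compounds called inactive have numbers as strong as hits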
Target sequence (P35561 whole entry, looked up): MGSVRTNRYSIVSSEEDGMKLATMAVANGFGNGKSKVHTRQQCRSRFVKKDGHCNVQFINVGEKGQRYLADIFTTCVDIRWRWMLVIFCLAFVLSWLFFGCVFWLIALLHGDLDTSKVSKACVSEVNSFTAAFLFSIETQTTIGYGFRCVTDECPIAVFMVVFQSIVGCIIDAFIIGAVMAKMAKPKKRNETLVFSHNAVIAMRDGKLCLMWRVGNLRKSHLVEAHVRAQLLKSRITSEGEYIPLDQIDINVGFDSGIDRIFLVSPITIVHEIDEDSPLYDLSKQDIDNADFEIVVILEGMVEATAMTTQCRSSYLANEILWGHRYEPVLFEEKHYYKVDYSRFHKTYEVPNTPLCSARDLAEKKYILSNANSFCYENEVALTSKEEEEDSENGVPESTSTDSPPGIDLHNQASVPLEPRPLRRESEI
* marks the source's active call; other numbers are inactive results; nt = no result given. The order is random (roughly 0.84% active in at least one column).

STK33 kinase inh	Kir21 block	mol
nt	0.98	Cc1ccc(S(=O)(=O)N(CC(=O)Nc2cccc(C)c2C)C(=O)N2CCN(C)CC2)cc1
3.7	1.79	C[C@@H]1C(NC(=O)c2ccccc2)CC2CC1C2(C)C (stereo not given in full)
-1.0	0.35	COC(=O)c1ccccc1NC(=O)COc1ccc(S(=O)(=O)N2CCCC2)cc1C
-0.1	1.02	O=C(CN1C(=O)NC2(CCCCCCC2)C1=O)N1CCN(C(=O)c2ccco2)CC1
3.8	0.01	CCN(CC)c1ccc(C(=O)c2cnc(/N=C/N(C)C)s2)cc1
0.1	0.27	CC1(C)Cc2c(sc3nc(-c4ccccc4)oc(=O)c23)CO1
0.0	-9.13*	Cc1ccc(C(C)C)c(OCC(O)CN2CCc3ccccc3C2)c1 (stereo not given)
0.0	2.55	CCC(=O)N(CCC(Cc1ccccc1)c1ccc2c(c1)OCO2)Cc1ccccc1F (stereo not given)
-0.9	-0.14	O=C(Nc1c2c(nn1-c1ccc(F)cc1)CS(=O)C2)c1ccc2c(c1)OCO2 (stereo not given)
-1.0	-0.15	COc1cc(C(=O)NCCC(=O)N2CCCCC2)cc(OC)c1OC
-1.6	-0.62	CC(C)Oc1ccc(CN2CCC(n3nccc3NC(=O)CCc3ccccc3)CC2)cc1
-2.1	0.86	COc1ccc(NC(=O)CCNC(=O)c2ccco2)cc1OC
-2.5	-0.89	COc1cccc(-c2nn(-c3ccccc3)cc2CN(C)C(C)c2ccncn2)c1 (stereo not given)
-0.7	-1.17	COc1ccccc1-c1n[nH]c(=S)n1-c1ccccc1
0.1	1.05	Cc1cccc(CCNC(=O)CC2C(=O)NCCN2Cc2ccc(F)c(F)c2)n1 (stereo not given)
-0.3	0.02	CCn1c(CCNC(=O)c2ccc(Cl)c(Cl)c2)nnc1SCCOc1ccc(OC)cc1
-0.9	-1.82	Cn1cc(CNC(=O)C2CCCCC2)cn1
-1.4	1.02	Cn1cc(CNC(=O)c2cc(COc3ccc4c(c3)CCCC4)on2)cn1
0.8	nt	Cc1ccc(NC(=O)COC(=O)c2nn(C)c(=O)c3ccccc23)cc1F
-1.0	0.22	COc1ccc(C(=O)NCCn2ccc3ccccc32)cc1
nt	0.28	CCOc1ccc2nc(Cl)c(CN(C(C)=O)C3CCCCC3)cc2c1
-1.2	1.24	O=C(N/N=C/c1ccc2nccnc2c1)c1ccc(Br)cc1
-1.5	0.23	Cc1cccc(N=C2NC(=O)CS2)c1C
2.7	-0.32	C=CCc1cccc(CNn2cnnc2)c1O
-0.5	0	COc1ccc(-c2cc(C(F)(F)F)nc(-n3cc(Cl)cn3)n2)cc1
-0.6	-1.2	CCC(C)Sc1nc2c(c(=O)n1C)SC(C)C2 (stereo not given)
-2.0	-1.23	O=C(NCc1ccccc1)c1nccnc1CO
-0.8	2.13	COc1cc(C(C(=O)NC2CCCC2)N(CCO)C(=O)Cn2nnc(-c3ccc(C)o3)n2)ccc1O (stereo not given)
-0.4	0.2	COc1ccc(NC(=O)c2ccc3c(c2)C(=O)N(Cc2cccnc2)C3=O)cc1
-1.4	0.07	COc1cccc(NC(=O)CN(C)C(=O)c2ccc(COc3ccccc3)cc2)c1
-6.5	-0.32	Cc1cccc(NC(=O)NCC(c2ccco2)N2CCCCC2)c1 (stereo not given)
0.0	0.8	Fc1cccc(-n2c(-c3cccs3)nc3nc4ccccc4nc32)c1
0.1	-0.52	O=C(NNC(=O)C1CC1c1ccccc1)c1ccccc1F (stereo not given)
-3.2	0.44	COc1ccccc1C1C2=C(N=C3SCC(=O)N31)c1ccccc1CC2 (stereo not given)
nt	1.09	CCCC(c1nnnn1CCOC)N1CCN(c2cccc(OC)c2)CC1 (stereo not given)
-2.4	0.36	COc1ccccc1N1CCN(CCCCOc2cccc3ccccc23)CC1
0.2	0.56	Cc1cc(C)c2nc(SCc3ccc([N+](=O)[O-])cc3)nc(C)c2c1
-1.3	nt	COc1ccc2c(c1)[C@H]1[C@H](CO2)[C@H](c2ccccc2)[C@]2(C)C(=O)Nc3ccccc3C(=O)N12
0.2	-0.93	c1ccc(Cc2nnc(-c3ccccc3)o2)cc1
-0.3	-2.67	COc1ccc2c(c1OC)C(=O)N1c3ccccc3C(=O)N(c3ccc(F)cc3)C21 (stereo not given)
-1.5	1.35	Cc1c(Cl)cccc1NC(=S)N1CCN(C(=O)C2CCCO2)CC1 (stereo not given)
3.2	-0.33	C/C(=N/N=C/c1ccc(N(C)C)cc1)c1ccccc1
-1.0	-0.09	CCOC(=O)C1=C(C)NC(=S)N(C=O)C1c1ccccc1 (stereo not given)
1.0	0.49	C/C(Cn1nnc([N+](=O)[O-])n1)=N\NC(=O)c1ccncc1
-0.4	-1.33	COc1ccccc1NS(=O)(=O)c1cc(NC(=O)c2ccccc2F)ccc1N1CCOCC1
-2.1	0.01	COc1ccc(C2c3c(oc4ccccc4c3=O)C(=O)N2c2ccccn2)cc1 (stereo not given)
-0.8	-1.81	CC/C(=N/O)C(=O)c1ccc(Br)cc1
1.7	-0.22	CCN(CC)S(=O)(=O)c1ccc(Cl)c(NC(=O)COC(=O)/C=C/c2cc(OC)c(OC)c(OC)c2)c1
nt	1.62	CCCC(=O)Nc1sc(C)c(-c2ccc(OC)cc2)c1C#N
-0.3	0.31	COc1cc(C2C(C(=O)/C=C/c3ccccc3)=C(O)C(=O)N2c2ccccn2)ccc1O (stereo not given)

More results
STK33 kinase inh	Kir21 block	mol
-0.3	1.59	CCO[C@H]1OC(C(=O)NC2CC2)=C[C@@H](C)[C@@H]1CCCO
-1.7	-0.59	CCCCc1ccc(NC(=O)c2ccc(N(C)S(C)(=O)=O)cc2)cc1
-0.7	1	O=C(C1CCC1)N1CCc2cc(S(=O)(=O)NCC3COc4ccccc4O3)ccc21 (stereo not given)
-1.5	0	COc1ncnc2c1sc1nc(-c3ccccc3)c3c(c12)CCCC3
-1.7	-0.56	CC1(c2ccccc2)NC(=O)N(CC(=O)N2CCN(S(=O)(=O)c3cccs3)CC2)C1=O (stereo not given)
-1.5	1.22	O=C(O)c1ccc(NS(=O)(=O)c2ccc(N3CCCC3)c([N+](=O)[O-])c2)cc1
-1.3	0.56	COc1ccc(CCNC(=O)CSc2nc(=O)n3cccc(C)c3n2)cc1OC
2.5	0.3	Cc1sc2nc(SCC(=O)N(C)Cc3ccccc3)n(-c3ccccc3)c(=O)c2c1C
1.9	-2.8	Cc1cc(NS(=O)(=O)c2ccc(NC(=O)c3ccc(Br)o3)cc2)nc(C)n1
-0.2	-0.17	O=C(c1cc(-c2ccc(Cl)s2)nc2ccccc12)N1CCOCC1
-0.5	-0.63	N#Cc1c(NC(=O)c2ccncc2)sc2c1CCC2
-1.4	nt	Cc1ccc(NC(=O)c2nc[nH]c2C(=O)NCCCCCCNC(=O)c2[nH]cnc2C(=O)Nc2ccc(C)cc2)cc1
8.2	1.77	COc1cccc2cc(C(=O)Nc3cc(Cl)ccc3N3CCOCC3)c(=O)oc12
0.5	-0.88	COc1ccc(COC(=O)c2ccc3c(=O)n4c(nc3c2)CCC4)cc1F
-1.6	1.69	COc1ccc(-c2noc(CN(C)Cc3ccccc3)n2)cc1
-0.4	-0.06	O=C(COc1cccnc1[N+](=O)[O-])Nc1ccccc1Sc1ccccc1
4.2	-0.83	O=C(Nc1cc(Cl)ccc1O)c1snnc1-c1ccccc1
1.4	0.01	CC1CC(C)CN(C(=O)c2ccc(NC(=O)c3ccc(=O)[nH]c3)cc2)C1 (stereo not given)
nt	-1.69	CCOc1cccc(/C=N/N=C/c2cccc(OCC)c2O)c1O
-1.0	0.26	O=C(Nc1ccc(S(=O)(=O)N2CCCCCC2)cc1)c1ccc(Br)o1
0.4	-1.3	O=C(c1cccc([N+](=O)[O-])c1)c1cc2ccccc2o1
-0.7	-1.45	CC(=O)N(CN1C(=O)c2ccccc2C1=O)c1cccc(C)c1
-2.4	1.7	O=S(=O)(Nc1ccc(N2CCCCC2)cc1)c1ccccc1F
-0.5	0.93	COc1ccc2sc(N(CCCN(C)C)C(=O)c3ccc(S(=O)(=O)N4CCc5ccccc5C4)cc3)nc2c1
-2.8	0.65	CCc1noc(C)c1C(=O)Nc1ccc(C)c(S(=O)(=O)N2CCCCCC2)c1
-0.8	0.75	CCOC(=O)CCc1c(C)c2ccc(OCC(=O)OC(C)C)cc2oc1=O
0.7	0.04	Cc1ccc(-c2nn(CC(=O)NCc3cc(-c4nn(C)c(=O)c5ccccc45)ccc3C)c(=O)c3ccccc23)cc1
-1.5	1.34	Cc1ccc(-c2c3c(=O)n(C)c(=O)n(C)c3cn2Cc2cccnc2)cc1
0.4	-0.92	O=C(COc1ccc(/C=N/NC(=O)C(=O)N2CCCCCC2)cc1)Nc1ccccc1Cl
0.5	-2.69	Cc1cccc(-c2cc3nc(C)cc(NCCCn4ccnc4)n3n2)c1
-1.2	1.03	Cn1c(=O)[nH]c(=O)c2c1nc(SCC(O)CCl)n2Cc1ccccc1 (stereo not given)
-0.2	0.27	CCn1c(Cc2ccc(OC)cc2)nnc1SCC(=O)Nc1nc2ccccc2s1
0.0	0.72	N#CCOC(=O)C1c2ccccc2Oc2ccccc21
-0.1	-0.25	CN(C)CCOC(=O)Cc1ccc(Cl)cc1
-1.9	0.29	NCCCC(N)(C(=O)O)C(F)F (stereo not given)
3.0	0.38	O=C(Nc1ccccc1)Nc1ccccc1C(=O)NCC1CC1
0.2	0.13	Cc1scc(-c2n[nH]c(=S)n2C(C)c2ccccc2)c1C (stereo not given)
3.3	-1.81	O=C(NN=C1CCCC1)c1[nH]c2ccc(Cl)cc2c1-c1ccccc1
-0.2	nt	CCCc1ccc(C(=O)CN2C(=O)C(=O)N(C3CCCC3)C2=O)cc1
-0.7	-0.03	CCCNC(=O)c1onc(CSc2ccc(F)cc2)c1C(=O)NCC1CC1
-2.1	2	COc1ccccc1CNC(=O)Cn1ccsc1=N
-1.5	0.1	CCN(C#N)c1nc(NC(C)C)nc(NC(C)(C)C)n1
-3.9	nt	CCC(=O)N1CCN(C(=O)c2ccccc2)CC1
-1.4	-0.1	CCOC(=O)C1CCCN(C(=O)c2ccccc2NC(C)=O)C1 (stereo not given)
0.7	0.29	C(=N\Nc1nc(Nc2ccccc2)nc(Nc2ccccc2)n1)/c1ccncc1
-0.3	nt	COc1ccc(NC(C)=O)cc1S(=O)(=O)Nc1ccc(S(=O)(=O)N2CCCCC2)cc1
-1.2	1.13	COCCCN1CC(=O)N2C(c3cccc(OC)c3)c3[nH]c4ccccc4c3C[C@H]2C1=O (stereo not given in full)
-0.4	1.12	COc1ccc(CC(=O)Nn2c(-c3ccccc3)nc3ccccc3c2=O)cc1
-0.5	-1.23	O=C(CSc1ccccc1C(=O)NCc1ccccc1)NC12CC3CC(CC(C3)C1)C2
0.0	0.53	CCOc1cc(S(=O)(=O)Nc2ncn[nH]2)ccc1Br

16 entries already listed, arranged by formula weight, largest number first:
STK33 kinase inh	Kir21 block	mol
0.7	0.04	Cc1ccc(-c2nn(CC(=O)NCc3cc(-c4nn(C)c(=O)c5ccccc45)ccc3C)c(=O)c3ccccc23)cc1
0.4	-0.92	O=C(COc1ccc(/C=N/NC(=O)C(=O)N2CCCCCC2)cc1)Nc1ccccc1Cl
-0.5	-1.23	O=C(CSc1ccccc1C(=O)NCc1ccccc1)NC12CC3CC(CC(C3)C1)C2
-1.2	1.13	COCCCN1CC(=O)N2C(c3cccc(OC)c3)c3[nH]c4ccccc4c3C[C@H]2C1=O (stereo not given in full)
-0.7	-0.03	CCCNC(=O)c1onc(CSc2ccc(F)cc2)c1C(=O)NCC1CC1
-0.4	1.12	COc1ccc(CC(=O)Nn2c(-c3ccccc3)nc3ccccc3c2=O)cc1
-0.8	0.75	CCOC(=O)CCc1c(C)c2ccc(OCC(=O)OC(C)C)cc2oc1=O
-1.5	1.34	Cc1ccc(-c2c3c(=O)n(C)c(=O)n(C)c3cn2Cc2cccnc2)cc1
3.3	-1.81	O=C(NN=C1CCCC1)c1[nH]c2ccc(Cl)cc2c1-c1ccccc1
0.5	-2.69	Cc1cccc(-c2cc3nc(C)cc(NCCCn4ccnc4)n3n2)c1
-0.2	nt	CCCc1ccc(C(=O)CN2C(=O)C(=O)N(C3CCCC3)C2=O)cc1
-2.1	2	COc1ccccc1CNC(=O)Cn1ccsc1=N
0.0	0.72	N#CCOC(=O)C1c2ccccc2Oc2ccccc21
-3.9	nt	CCC(=O)N1CCN(C(=O)c2ccccc2)CC1
-0.1	-0.25	CN(C)CCOC(=O)Cc1ccc(Cl)cc1
-1.9	0.29	NCCCC(N)(C(=O)O)C(F)F (stereo not given)

The list goes on.
STK33 kinase inh	Kir21 block	mol
-0.9	-0.22	Cn1c(SCC(=O)N2CCN(C(=O)c3ccco3)CC2)nnc1-c1ccc(NS(C)(=O)=O)cc1
0.1	nt	COc1ccc(-n2nnnc2SCC(=O)NC2CC2)cc1
0.7	0.6	N#Cc1ccc(N2C(=O)[C@@H]3C(C(=O)c4ccc5ccccc5n4)=NN[C@@H]3C2=O)cc1
nt	0.79	O=C1Nc2ccc(S(=O)(=O)NCc3ccccn3)c3cccc1c23
-0.4	-0.01	CN(Cc1cccc(Cl)c1)C(=O)C1CCC(=O)N(C2CC2)C1 (stereo not given)
-0.6	-4.13	C=CCn1c(SCc2c(F)cccc2Cl)nnc1-c1ccco1
-0.6	-0.31	CCn1c(CC(=O)Nc2ccccc2)nnc1SCC(=O)Nc1nncs1
-1.4	nt	COc1ccc(C(=O)N2CCc3ccccc32)cc1S(=O)(=O)N1CCOCC1
2.3	1.05	O=C(COc1cccc(Oc2ccccc2)c1)Nc1ncccn1
-0.4	0.3	CCOC(=O)Cc1csc(NC(=O)COc2ccc3c(C)cc(=O)oc3c2)n1
-0.8	1.25	c1cc2c(cc1CN1CCOCC1)OCO2
-0.4	-2.11	CN(Cc1c(C(=O)N(C)Cc2ccccc2)nc2ccccn12)CC1Cc2ccccc2O1 (stereo not given)
-1.3	0.29	CCOC(=O)C1CCN(C(=O)COc2cccc3ccccc23)CC1
